Compound activity: PubChem, several laboratories
CHRM4 PAM – positive allosteric modulators of human muscarinic M4 receptor | P08173 | activation, % at 3 µM | 360,000 compounds, 0.4% hits | CHO-K1 hM4/Gqi5, Fluo-8 calcium fluorescence, ACh EC20; 0% = ACh EC20, 100% = maximal ACh;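 active = activation above its plate's cutoff, the mean activation of sample wells plus 3 SD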; note: some results filed as inactive read as strong as hits
Target sequence (P08173 whole entry, looked up): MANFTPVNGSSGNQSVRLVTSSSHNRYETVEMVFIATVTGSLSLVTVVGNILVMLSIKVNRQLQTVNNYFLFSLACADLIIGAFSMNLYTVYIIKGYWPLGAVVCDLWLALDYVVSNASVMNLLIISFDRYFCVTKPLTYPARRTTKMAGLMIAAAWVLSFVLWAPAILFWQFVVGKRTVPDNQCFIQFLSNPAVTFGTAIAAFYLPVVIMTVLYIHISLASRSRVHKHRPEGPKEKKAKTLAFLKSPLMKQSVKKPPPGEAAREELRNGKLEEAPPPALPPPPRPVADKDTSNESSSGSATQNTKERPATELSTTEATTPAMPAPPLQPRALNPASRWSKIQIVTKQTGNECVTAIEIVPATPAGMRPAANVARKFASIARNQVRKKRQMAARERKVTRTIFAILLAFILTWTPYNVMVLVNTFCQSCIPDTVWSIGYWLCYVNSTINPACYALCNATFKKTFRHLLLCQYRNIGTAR
CHRM1 PAM – human CHRM1 positive allosteric modulation. P11229. 360,000 compounds, 0.088% hits. CHO-K1 hM1, Fluo-8 calcium fluorescence, ACh EC20; 0% = ACh EC20, 100% = maximal ACh. AID 588819. activation, % at 3 µM; in the data active = activation above about 19%, passing the limit was not always enough
Target sequence (P11229 whole entry, looked up): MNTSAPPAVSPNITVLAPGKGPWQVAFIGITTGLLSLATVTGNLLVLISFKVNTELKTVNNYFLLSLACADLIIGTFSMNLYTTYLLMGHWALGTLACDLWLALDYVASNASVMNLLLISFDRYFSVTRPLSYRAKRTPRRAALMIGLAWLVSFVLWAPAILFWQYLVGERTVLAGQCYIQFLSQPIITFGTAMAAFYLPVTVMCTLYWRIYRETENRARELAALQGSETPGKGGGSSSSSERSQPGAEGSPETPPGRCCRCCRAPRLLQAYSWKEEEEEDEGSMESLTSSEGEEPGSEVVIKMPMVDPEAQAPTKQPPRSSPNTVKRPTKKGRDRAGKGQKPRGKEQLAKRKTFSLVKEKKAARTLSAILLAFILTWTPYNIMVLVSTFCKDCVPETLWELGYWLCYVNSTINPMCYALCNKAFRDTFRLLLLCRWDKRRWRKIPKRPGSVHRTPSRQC
CRFR2-BP ag – agonists of human CRF-binding protein/CRF-R2 receptor complex; HEK293 CRF-R2/CRF-BP, calcium dye fluorescence (FLIPR); percent of saturating CRF peptide response; activation, % at 13.2 µM; 350,000 compounds, 0.46% hits; AID 588473;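 active = activation of at least 50%, plus an integration ratio under a set limit after plate pattern correction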;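 note: plate controls were neutral control wells without compound for no effect and CRF at EC100 for full effect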
CRFBP-R2 block – blocks CRF-induced signaling of the CRF-BP/CRF-R2 complex; HEK293 CRF-R2/CRF-BP, CRF-induced calcium fluorescence; inhibition, % at 11.8 µM; 350,000 compounds, 0.59% hits;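 active = inhibition of the ligand-induced calcium signal above about 50% at the single tested concentration, limit read from the data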
CHRM5 PAM – CHRM5 positive allosteric modulation; P08912; CHO-K1 hM5, Fluo-8 calcium, ACh EC20 PAM; 0% = ACh EC20, 100% = ACh EC100; activation, % at 3 µM; 360,000 compounds, 0.3% hits; AID 624038;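 active = activation above the run cutoff, the mean activation of all test compounds plus 3 SD, cut at about 18% in these data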
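Assay system: CHO-K1 hM5 cells. Also added: acetylcholine at EC20 concentration, added after compound. Dosing: 3 µM, single dose. Times: compound preincubation 140 s before EC20 acetylcholine addition. Signal: Fluo-8 calcium fluorescence. Measure: % activation relative to EC20 and EC100 ACh responses. Repeats: singlicate, one well per test compound.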
M5 ag – CHRM5 agonism in calcium assay; P08912; CHO-K1 hM5 cells, Fluo-8 calcium fluorescence; 0% DMSO wells, 100% maximal acetylcholine response; activation, % at 3 µM; 360,000 compounds, 0.19% hits; AID 624037;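 active = activation above the run's mean over test compounds plus 3 SD, cut at about 23% in these data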;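 note: signal is peak over basal fluorescence ratio across the kinetic read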
CHRM5 antagonist – CHRM5 antagonism in calcium assay; CHO-hM5 cells, Fluo-8 calcium fluorescence, ACh EC80; inhibition, % at 3 µM; 360,000 compounds, 0.59% hits; AID 624040;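 active = inhibition above a per-plate cutoff, the mean of that plate's test compounds plus 3 SD, cut at about 27% in these data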;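 note: 0% = acetylcholine EC80 with DMSO and 100% = DMSO without agonist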
CHRM4 agonist – agonists of human muscarinic M4 receptor (CHRM4); activation, % at 3 µM; CHO-K1 hM4/Gqi5, Fluo-8 calcium fluorescence; vehicle 0%, full acetylcholine response 100%; 360,000 compounds, 0.14% hits; P08173;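 active = activation above the run mean over all test wells plus 3 SD, cut at about 32% in these data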;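 note: peak over basal fluorescence ratio per well then scaled between controls; 0% = DMSO wells and 100% = acetylcholine at EC100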
CHRM4 antagonist – blocks acetylcholine activation of human M4 receptor | P08173 | CHO-hM4 cells, ACh EC80, Fluo-8 calcium fluorescence | inhibition, % at 3 µM | 360,000 compounds, 0.73% hits;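 active = inhibition above its plate's cutoff, the mean inhibition of sample wells plus 3 SD, cut at about 27% in these data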;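 note: 0% = acetylcholine EC80 with DMSO and 100% = DMSO without agonist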
An asterisk follows results filed as active; . = not tested or not shown. Compounds were not picked by outcome; overall some 2.6% were active at least once.

CHRM4 PAM	CHRM1 PAM	CRFR2-BP ag	CRFBP-R2 block	CHRM5 PAM	M5 ag	CHRM5 antagonist	CHRM4 agonist	CHRM4 antagonist	SMILES
-9	3	2.6	-8	-4	-13	6	2	10	COc1ccccc1N1CCN(C2CCCN(Cc3ccc(Cl)cc3)C2)CC1 (stereo not drawn)
4	2	-0.1	-8	-10	5	6	1	-9	Cc1nc(-c2ccc(Cl)cc2)sc1C1(C)CC(c2cccc([N+](=O)[O-])c2)=NO1 (stereo not drawn)
2	7	20	-37	-3	6	3	4	5	CCc1ccc(Cn2nnc(C(=O)Nc3cccc(C)c3)c2N)cc1
-2	-3	0.2	6	-2	-1	3	1	-1	CCC(C)N(C(=O)Cn1nnc(-c2ccc(F)cc2)n1)C1CCS(=O)(=O)C1 (stereo not drawn)
4	12	1.8	4	10	0	-3	1	0	O=C(O)C1CCCCC1C(=O)NCCCN1CCCC1=O (stereo not drawn)
3	0	0.3	0	-1	3	0	0	9	O=C(NCc1ccco1)c1cccc(S(=O)(=O)N2CCOCC2)c1
-1	11	-1.0	-20	-7	7	2	12	5	CCCCOc1ccc(CONS(=O)(=O)c2ccc(NC(C)=O)cc2)cc1Cl
3	0	-0.8	-6	0	3	16	3	11	Oc1ccc(-c2nc3ccccc3nc2-c2ccc(O)cc2O)c(O)c1
-5	18	-1.7	8	9	-2	-1	2	-18	COc1ccc(NC(=O)Cc2nnc(SCC(=O)Nc3nccs3)n2C)cc1
-15	-1	-2.5	-4	6	9	2	1	-5	CCN(CC)CC(=O)N1c2ccccc2Oc2c(c(=O)n(C)c(=O)n2C)C1c1cccc([N+](=O)[O-])c1 (stereo not drawn)
2	9	-1.5	10	-5	-2	1	1	9	Cc1cccc(C(=O)N/N=C/c2ccc[nH]2)c1
19*	6	-0.6	-10	-2	-6	-5	1	-5	CS(=O)(=O)N1CCN(C/C=C/c2ccccc2)CC1
-1	1	-0.7	2	3	-4	-9	1	7	N/C(=N/OCc1cccc([N+](=O)[O-])c1)c1nonc1N
1	-3	-1.8	9	1	0	-2	1	7	Cc1cc(Br)ccc1NC(=O)C1CCCO1 (stereo not drawn)
21	17	-0.6	1	-4	1	11	1	6	O=C(CCN1C(=O)c2ccc([N+](=O)[O-])cc2C1=O)Nc1ccccc1C(=O)O
-11	-7	-1.1	-14	-10	-1	22	0	4	Nc1ccc(-c2cnc[nH]2)cc1[N+](=O)[O-]
7	7	1.4	14	-4	-5	-5	0	1	NS(=O)(=O)c1ccc(CCNC(=O)CSc2nc3ccsc3c(=O)n2CC2CCC(C(=O)O)CC2)cc1 (stereo not drawn)
1	-4	-4.7	-13	-6	-1	4	7	-9	Cc1ccc2nc(-c3cccnc3)c(NC3CCCC3)n2c1
5	11	0.1	-1	-9	-3	21	0	-7	COC(=O)c1ccc(NC(=O)CSc2nc(N)c(NC(=O)c3ccc(Br)o3)c(=O)[nH]2)cc1
1	1	-2.5	13	-3	-3	1	1	9	COc1ccc(NC(=O)NCc2ccncc2)cc1

Entries from the list above that contain an NH in an aromatic ring (3):
CHRM4 PAM	CHRM1 PAM	CRFR2-BP ag	CRFBP-R2 block	CHRM5 PAM	M5 ag	CHRM5 antagonist	CHRM4 agonist	CHRM4 antagonist	SMILES
2	9	-1.5	10	-5	-2	1	1	9	Cc1cccc(C(=O)N/N=C/c2ccc[nH]2)c1
-11	-7	-1.1	-14	-10	-1	22	0	4	Nc1ccc(-c2cnc[nH]2)cc1[N+](=O)[O-]
5	11	0.1	-1	-9	-3	21	0	-7	COC(=O)c1ccc(NC(=O)CSc2nc(N)c(NC(=O)c3ccc(Br)o3)c(=O)[nH]2)cc1

Following part.
CHRM4 PAM	CHRM1 PAM	CRFR2-BP ag	CRFBP-R2 block	CHRM5 PAM	M5 ag	CHRM5 antagonist	CHRM4 agonist	CHRM4 antagonist	SMILES
0	-7	-2.4	-7	-6	-1	-1	3	-14	NC(=O)c1nsc(C(=O)N(CC(=O)NCc2ccc3c(c2)OCO3)C2CCCC2)c1N
3	3	-2.4	57*	-4	-3	3	0	9	CCOc1ccccc1N=C1SC(CC(=O)Nc2ccc(OC)cc2OC)C(=O)N1CCC1=CCCCC1 (stereo not drawn)
6	7	-2.4	13	-1	-4	-6	0	-2	O=C(CCNC(=O)N1CC(=O)Nc2ccccc21)NCCc1cccc(F)c1
-2	7	6.9	9	1	0	-3	1	0	Cc1[nH]ccc(=O)c1OCc1ccccc1
-3	-4	0.0	1	-2	-3	-5	1	8	CC1CN(c2oc(-c3ccccc3Cl)nc2C#N)CC(C)O1 (stereo not drawn)
7	8	1.3	-14	5	3	3	1	-8	CC1(C2CC2)NC(=O)N(CC(=O)NCC(=O)Nc2ccc(F)c(F)c2F)C1=O (stereo not drawn)
3	13	2.9	5	3	-8	1	1	-9	O=C(O)c1ccccc1C(=O)NCCc1c(C(=O)O)[nH]c2ccc(Cl)cc12
-8	5	.	.	-13	0	20	10	13	NC(COCc1ccccc1)c1csc(Nc2cc(Oc3ccccc3)ncn2)n1 (stereo not drawn)
3	1	-0.4	10	2	0	3	1	9	CCOC(=O)c1oc2ccccc2c1NC(=O)COC
6	10	-1.3	37	5	0	-7	-1	4	CC(C)c1ccc(-c2nc(N3CCCCC3)[nH]c(=O)c2C#N)cc1
4	1	-1.2	5	3	0	-4	0	6	O=C1c2cccc3cccc(c23)C(=O)N1Cc1ccccn1
-1	8	-0.3	3	-2	0	3	0	-1	CCOc1ccc(NC(=S)Nc2ccc(OCc3ccccc3)cc2)cc1
-8	-3	0.7	-14	-12	-3	-1	8	16	Cc1cccc2sc(NC(=O)CN(C)S(=O)(=O)c3ccc(Br)s3)nc12
0	8	-1.1	39	6	0	7	1	0	O=C1Nc2ccccc2N=C(c2ccccc2)C1Br (stereo not drawn)
-5	-4	0.3	-5	1	1	0	0	7	COC(=O)C1CCN(S(=O)(=O)c2c[nH]c(=O)[nH]c2=O)CC1
-5	8	1.4	-11	0	-2	8	1	9	Cc1ccc(N(C(=O)c2csnn2)C(C(=O)NC2CCCC2)c2ccccn2)cc1 (stereo not drawn)
0	3	-0.1	5	-3	-3	12	3	-3	COCCCNC(=O)COc1ccc2oc3c(c2c1)CCCC3
9	12	-4.8	2	5	-3	-7	1	-10	COc1ccc(NC(=O)CN(C)C(=O)CCCN2C(=O)c3cccc4cccc(c34)C2=O)cc1
8	8	0.1	-14	4	2	0	1	0	CN1CCN(C(=O)c2cccc(S(=O)(=O)N3CCCC3)c2)CC1
0	-1	-0.8	9	-6	-5	-2	3	1	Cc1sc2nc(CN(Cc3cccs3)C(=O)C3CC3)[nH]c(=O)c2c1C

One compound at a time (already shown). Values in the order: CHRM4 PAM	CHRM1 PAM	CRFR2-BP ag	CRFBP-R2 block	CHRM5 PAM	M5 ag	CHRM5 antagonist	CHRM4 agonist	CHRM4 antagonist
`Cc1nc(-c2ccc(Cl)cc2)sc1C1(C)CC(c2cccc([N+](=O)[O-])c2)=NO1` (stereo not drawn) across the screens: 4	2	-0.1	-8	-10	5	6	1	-9
`NC(=O)c1nsc(C(=O)N(CC(=O)NCc2ccc3c(c2)OCO3)C2CCCC2)c1N` across the screens: 0	-7	-2.4	-7	-6	-1	-1	3	-14

Other entries:
CHRM4 PAM	CHRM1 PAM	CRFR2-BP ag	CRFBP-R2 block	CHRM5 PAM	M5 ag	CHRM5 antagonist	CHRM4 agonist	CHRM4 antagonist	SMILES
-7	-1	-2.0	17	-6	-5	-2	0	-3	CCOc1cccc(OCCCCn2ccnc2)c1
7	2	-1.4	1	-1	-3	8	1	-5	O=C(O)C1CCCCC1C(=O)NCc1ccc(Cl)c(Cl)c1 (stereo not drawn)
3	-4	-2.1	0	-1	-1	3	1	-2	NC(=O)NOCc1ccc(F)cc1Cl
28	3	11	4	4	-1	-6	1	-6	COc1ccc(-c2ccc(/C=N/NC(=O)c3cccnc3)o2)c([N+](=O)[O-])c1
5	8	-1.3	-1	-2	-1	4	0	-8	Nc1ccccc1SCC(=O)N1CCc2ccccc21
18	10	-0.7	5	1	1	4	1	-9	O=C(NNc1c(Cl)cccc1Cl)c1sccc1Cl
11	1	13	6	-1	-3	4	1	4	Cc1ccc(Cn2c(=O)c3cccnc3n(CC(=O)Nc3cccc(C(F)(F)F)c3)c2=O)cc1
-20	-14	187*	-119	-2	8	14	32	9	O=C1/C(=C\c2cc(Cl)c(O)c(Cl)c2)SC(=S)N1Cc1ccccc1
-3	-9	-1.4	-3	-16	-3	21	4	10	CCCn1c(CCNc2nc(-c3ccc(OC)cc3)cs2)nc2ccccc21
-1	4	-5.1	2	2	2	-4	-1	5	CCc1ccc(C(=O)NNc2ccc(Cl)cc2)cc1
-3	10	0.7	13	0	-3	8	-1	8	O=C(Nc1ccc(C(=O)O)cc1)Nc1cccc2ccccc12
-10	12	-6.7	1	-5	1	6	10	-6	COc1ccc(NC(=O)c2cccc(NC(=O)c3ccccc3)c2)cc1
10	5	.	.	-4	2	4	1	-10	O=c1ccn(C2CCCCC2)c(=O)[nH]1
3	11	1.2	0	6	-2	-7	0	-6	C=CCNC(=O)c1cc(Cl)ccc1Cl
7	6	3.1	9	7	-3	-5	1	-19	Cc1ccc(NC(=O)NN2CCN(C)CC2)cc1C
3	6	-3.2	33	1	13	13	4	-2	CCOc1ccc(NS(=O)(=O)c2cc(NC(=O)C3CC3)ccc2C)cc1Br
-5	5	0.3	10	-6	-4	-3	5	4	O=C(Nc1ccc(Br)cc1)c1cccnc1N1CCOCC1
14	7	0.6	9	-5	-4	5	2	-13	COCCOC(=O)c1c(NC(=O)CSc2cccc[n+]2[O-])sc(C(N)=O)c1C
14	6	-0.2	15	3	1	0	2	1	O=C(Nc1ccc(-c2nc3cc(Cl)ccc3o2)cc1)C1CCCO1 (stereo not drawn)
0	8	0.1	-8	-6	-4	19	2	3	COC(=O)c1ccc(CNC(=O)C(NC(=O)c2ccco2)C(C)C)cc1 (stereo not drawn)
-1	6	0.6	-3	9	3	-4	-2	-4	Cc1ccc(C(=O)NC(=S)Nc2ccc(-c3ccc(CO)o3)cc2)cc1
